# NPYLR7 ag: activates Aedes aegypti NPYLR7 receptor. activation, % at 10 µM. HEK293T NPYLR7/Galpha15, GCaMP6s calcium fluorescence. hit rate 0.15% among 270,000; in the data active = activation above about 40%;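 note: 0% = vehicle and 100% = reference agonist at the receptor; some compounds past the cut are filed as inactive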
# hcGAS inh: blocks human cGAS activity | recombinant h-cGAS, ATP depletion, Kinase-Glo luminescence | inhibition, % at 12.5 µM | hit rate 0.081% among 290,000;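 note: 0% = vehicle reaction and 100% = reaction without DNA for no activity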
# Target sequence (Q8N884 whole entry, looked up): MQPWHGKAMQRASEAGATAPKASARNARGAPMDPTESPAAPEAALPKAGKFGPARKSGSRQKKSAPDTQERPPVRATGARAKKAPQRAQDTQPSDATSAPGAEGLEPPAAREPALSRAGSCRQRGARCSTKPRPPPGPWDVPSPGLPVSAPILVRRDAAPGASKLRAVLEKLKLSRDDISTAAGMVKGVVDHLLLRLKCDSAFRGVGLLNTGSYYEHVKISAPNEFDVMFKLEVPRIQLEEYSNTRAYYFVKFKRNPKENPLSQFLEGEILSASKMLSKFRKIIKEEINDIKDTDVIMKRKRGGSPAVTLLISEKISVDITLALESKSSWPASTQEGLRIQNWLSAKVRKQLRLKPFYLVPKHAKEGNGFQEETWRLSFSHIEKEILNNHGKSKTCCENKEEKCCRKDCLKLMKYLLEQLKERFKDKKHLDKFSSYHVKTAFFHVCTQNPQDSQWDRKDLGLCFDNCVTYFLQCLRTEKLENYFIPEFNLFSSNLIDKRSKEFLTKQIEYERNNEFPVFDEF
# mcGAS inh: blocks mouse cGAS activity. Q8C6L5. recombinant cGAS, Kinase-Glo ATP depletion luminescence. inhibition, % at 12.5 µM. hit rate 0.15% among 160,000. AID 1259399;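 note: 0% = negative control wells and 100% = reference inhibitor with no enzyme activity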
# An asterisk follows results filed as active; · = not tested or not shown. Cut-off read from the data, not from the text of the source, unless noted: active = inhibition above about 40%; inactive = the rest.
# Screens in order: NPYLR7 ag	hcGAS inh	mcGAS inh
CS(=O)(=O)c1ccc(-c2ccc(NS(=O)(=O)c3cccs3)cc2)nn1
 : 15.7	-9.3	-8.4
COCCOCC(=O)N1CCN(Cc2ccc(-c3noc(-c4cccc(C(F)(F)F)c4)n3)cc2)CC1
 : 3.1	-6.8	-6.3
Cc1ccc(C(=O)N2CCN(S(=O)(=O)c3ccc4c(c3)CCCC4)CC2)cc1[N+](=O)[O-]
 : -2.1	-4.9	-5.0
CN(c1ccccc1)N1CC(C(=O)NC2CCC(C(C)(C)C)CC2)CC1=O (centres undefined)
 : 1.2	-6.7	-3.9
COC(F)(F)C(Cl)Cl
 : -16.0	-5.1	·
O=C(O)CN1C(=O)/C(=C\c2ccncc2)SC1=S
 : -2.1	-6.1	·
O=C(CC12CC3CC(CC(C3)C1)C2)Nc1nn[nH]n1
 : -9.8	1.7	·
Cc1nc(-c2ccc(Cl)cc2)nc(N2CCN(C(=O)Nc3cccc(F)c3)CC2)c1Cc1ccccc1
 : -4.7	-11.4	-7.1
COc1ccc(-c2noc(CCC(=O)N3CC(=O)Nc4ccccc43)n2)cc1
 : 3.2	-6.9	·
O=C(O)CN1CCCCCC1=O
 : 4.8	-6.9	·
O=C(OCc1cccnc1)c1ccc(S(=O)(=O)C(F)F)cc1
 : 4.9	-4.2	·
CCC(C(=O)C(C#N)c1nccn1CC(F)(F)F)c1ccccc1 (centres undefined)
 : 3.8	3.9	·
O=C(Cn1c2ccccc2c2ncn(Cc3ccccc3)c(=O)c21)NC1CCCC1
 : 10.0	-2.2	-5.0
CCN(CC)C(=O)Oc1ccc2c(ccn2Cc2ccccc2Cl)c1NC(=O)c1ccncc1
 : -0.3	-3.2	-4.4
Cc1ccccc1-c1csc(C(O)(c2ccccc2)C(F)(F)F)n1 (centres undefined)
 : -2.3	9.2	·
CCOc1ccc(-c2cc(C)n3nc(C(=O)NCc4cccnc4)cc3n2)cc1
 : -3.4	1.2	-0.8
Cc1cccc(Cc2cnc(NC(=O)c3cccnc3)s2)c1Cl
 : 4.3	-7.9	·
Cn1c(=O)[nH]c(=O)c2c1nc(N1CCN(Cc3ccc(F)cc3)CC1)n2Cc1ccc(F)cc1
 : 11.4	-8.3	·
c1cc2c(cc1C1=NNC(=NC3CC3)SC1)OCCCO2
 : -14.3	-74.5	·
Cc1ccc(F)c(-c2c(-c3ccccc3)ncn2C)c1F
 : ·	-9.5	-10.1

# (cont.)
# Screens in order: NPYLR7 ag	hcGAS inh	mcGAS inh
COc1ccc(NC(=O)c2cc(C3CC3)n(C3CCS(=O)(=O)C3)n2)cc1 (centres undefined)
 : 8.5	6.2	-2.2
Cc1ccc(-c2cc(C(=O)NCCN3CCOCC3)c3ccccc3n2)cc1
 : -4.7	-2.1	-2.3
CCCn1ncc(C(=O)N2CCOC(CCc3ccccc3)C2)c1C (centres undefined)
 : -5.6	-4.2	-7.6
Cn1cc(CNCCCn2ccnc2)c(-c2ccc(Oc3ccccc3)cc2)n1
 : -3.2	-5.0	-2.9
CCCc1[nH]n(-c2ccccc2)c(=O)c1C1=C([n+]2ccccc2)C(=O)N(c2ccc(F)cc2)C1=O
 : 3.0	5.3	-5.3
CCOC(=O)C(Cc1ccccc1)N(Cc1ccc2c(c1)OCCO2)C(=O)CCCCn1ccnc1CO (centres undefined)
 : 15.7	-2.7	-5.6
CCOC(=O)CC(=O)N1CCC2(CC1)[C@H](C(=O)Nc1ccccc1)[C@@H](OC)C(=O)N2C
 : 1.5	-8.3	-8.7
CC1C(=O)N(C)CCN1Cc1ccc(OCC(=O)N2CCCCC2)cc1 (centres undefined)
 : 12.6	-5.9	·
CCS(=O)(=O)Oc1ccccc1CN(Cc1ccc(F)cc1)C(=O)CC(C)(C)C
 : -3.7	-1.9	-3.4
CC(NC(=O)Nc1ccccn1)c1ccc(C(F)(F)F)cc1 (centres undefined)
 : 5.2	-16.2	·
COc1cccc(C2CC(c3cccs3)=NN2C(=O)CN2CCCCC2)c1O (centres undefined)
 : -12.3	-0.6	1.9
Cc1nc(C)n(CCNC(=O)CCC2CCCCN2C)n1 (centres undefined)
 : 4.0	-1.3	·
CC1(C)Cc2nc3sc4c(NC5CCCCC5)ncnc4c3cc2CO1
 : -0.5	-4.4	-3.1
CCC(=O)Nc1c(-c2ccc(OC)c(OC)c2)nc2cc(C)ccn12
 : 7.2	-4.9	-10.7
CCn1nnc2cc(C(=O)NC3CCCCC3C(F)(F)F)ccc21 (centres undefined)
 : 4.1	-17.8	·
CCCCNc1nc2c(-c3ccccc3)nnn2c2ccccc12
 : -1.6	-1.9	-7.2
CCc1nn2c(ncc3c(=O)n(-c4ccc5c(c4)OCCO5)ccc32)c1-c1ccc(F)cc1
 : 7.6	-9.7	·
CN(Cc1ccccc1Cl)S(=O)(=O)c1ccc(S(N)(=O)=O)cc1
 : 18.3	-8.2	·
Brc1ccc(Cn2c(-c3ccc(Br)o3)nc3ccccc32)o1
 : -4.5	-5.8	·
NCCc1csc2nc(-c3ccccc3)nn12
 : 6.9	-0.5	·

# Two of the compounds above, bar-delimited.
SMILES | NPYLR7 ag | hcGAS inh | mcGAS inh
CCCn1ncc(C(=O)N2CCOC(CCc3ccccc3)C2)c1C (centres undefined) | -5.6 | -4.2 | -7.6
Cn1cc(CNCCCn2ccnc2)c(-c2ccc(Oc3ccccc3)cc2)n1 | -3.2 | -5.0 | -2.9

# Single records, from the list above.
# `CCS(=O)(=O)Oc1ccccc1CN(Cc1ccc(F)cc1)C(=O)CC(C)(C)C` reads NPYLR7 ag = -3.7; hcGAS inh = -1.9; mcGAS inh = -3.4
# `Cc1ccc(-c2cc(C(=O)NCCN3CCOCC3)c3ccccc3n2)cc1` reads NPYLR7 ag = -4.7; hcGAS inh = -2.1; mcGAS inh = -2.3
# `CC(NC(=O)Nc1ccccn1)c1ccc(C(F)(F)F)cc1` (centres undefined) reads NPYLR7 ag = 5.2; hcGAS inh = -16.2; mcGAS inh = ·

# Going on with the list.
# Screens in order: NPYLR7 ag	hcGAS inh	mcGAS inh
CC(C)NC(=O)N1Cc2[nH]cnc2C[C@H]1c1nc(-c2ccc(OC(F)(F)F)cc2)no1
 : -9.8	-5.6	-8.6
CCCNC(=O)/C(=C/c1ccsc1)c1nc2ccccc2[nH]1
 : 13.3	-8.1	·
CCN(CC(=O)Nc1cc(Cl)ccc1C)Cc1cc(C)ccc1OC
 : 2.4	1.6	·
Cc1cccnc1CC(C)NC(=O)c1cc(Cn2ccc3ccccc32)[nH]n1 (centres undefined)
 : -5.9	0.0	0.1
CC(=O)c1ccc(N2CCN(C(=O)c3ccc(-n4nc(-c5cccc(Cl)c5)cc4N)cc3)CC2)cc1
 : 1.2	-4.7	-4.0
O=C(OC(c1ccccc1)c1ccncc1)c1c[nH]c(=O)c(Cl)c1 (centres undefined)
 : 6.1	-17.1	·
O=C(Cn1ccc(=O)c2ccccc21)N1CCCC(CCc2ccc(F)cc2)C1 (centres undefined)
 : 7.3	-4.7	-12.4
Cc1cccn2c(CC(=O)N3CCc4nc(N)sc4C3)cnc12
 : 1.6	2.3	·
CN(Cc1ccccc1)c1cc(Cl)nc(SCc2ccc(C(=O)N3CCN(Cc4ccccc4)CC3)cc2)n1
 : 11.3	-3.7	-3.4
CCOC(=O)c1ccc(OC2CC3CCC(C2)N3C(=O)c2ccc(CSc3nnnn3-c3ccc(OC)cc3)cc2)cc1 (centres undefined)
 : 9.8	-18.3	-8.8
COc1ccc(C2c3cccn3CCCN2Cc2ccccc2Cl)c(OC)c1OC (centres undefined)
 : -1.5	-3.7	-4.3
Cc1cc(CN2CCN(Cn3c(=S)oc4ccccc43)CC2)no1
 : 0.7	-6.4	·
CN(Cc1ccccc1)CN1C(=O)c2cccc3cccc1c23
 : 7.3	0.6	·
N#CC(=Cc1c(-c2ccccc2)nc2sccn12)c1nc2ccccc2[nH]1
 : 8.3	-1.0	·
Cc1ccc(OCCn2c(=O)sc3ccccc32)cc1
 : 21.3	-10.1	-8.9
Cc1ccc(C(=O)OCC(=O)Nc2ccccc2C(C)(C)C)s1
 : -4.2	-5.2	-14.4
O=C(CCc1nc2sc3c(c2c(=O)[nH]1)CCCC3)NC1CCCC1
 : -0.1	-0.4	·
CCN(C(=O)C(c1ccccc1)c1ccccc1)C(C)c1nc2ccccc2c(=O)n1Cc1ccccc1 (centres undefined)
 : -6.4	-8.3	-3.8
COc1ccc(Cl)cc1N1CCN(CC(=O)O)CC1
 : 0.2	5.7	·
COC(=O)c1ccc(COc2ccc(C=C3N=C(c4ccc(OC)cc4)OC3=O)cc2OC)cc1
 : 2.5	-5.5	·

# Structures above with two or more sulfur atoms (three):
# Screens in order: NPYLR7 ag	hcGAS inh	mcGAS inh
CS(=O)(=O)c1ccc(-c2ccc(NS(=O)(=O)c3cccs3)cc2)nn1
 : 15.7	-9.3	-8.4
O=C(O)CN1C(=O)/C(=C\c2ccncc2)SC1=S
 : -2.1	-6.1	·
CN(Cc1ccccc1Cl)S(=O)(=O)c1ccc(S(N)(=O)=O)cc1
 : 18.3	-8.2	·

# Other records follow:
# Screens in order: NPYLR7 ag	hcGAS inh	mcGAS inh
CCCCN(CC)Cc1cccc(CN)c1
 : 0.4	-7.7	·
COc1cccc(C(CN2CCN(S(=O)(=O)c3ccccc3Cl)CC2)OCc2ccc(C#N)cc2)c1 (centres undefined)
 : 29.0	-7.8	-7.6
CCOC(=O)C1=C(C)NC(=S)NC1c1ccc(OC(C)C(=O)N(C)C)c(OCC)c1 (centres undefined)
 : -0.8	-9.1	·
O=C(C1CCCC1)N(Cc1cccc(F)c1)CC1CC(c2ccc(Cl)c(Cl)c2)=NO1 (centres undefined)
 : 16.5	-4.7	-7.8
COc1cccc(C2CCCN2C(=O)Nc2cccnc2OC)c1 (centres undefined)
 : 1.7	-1.0	·
Cc1cc(C)cc(NC(=O)Cn2c(-n3nc(C)cc3C)nc(C)cc2=O)c1
 : 2.1	-0.1	-4.9
Cc1ccc(-c2noc(CCCN3CCN(S(=O)(=O)c4ccc([N+](=O)[O-])cc4)CC3)n2)cc1F
 : -5.9	-4.5	·
COc1ccc(N2CCN(C(=O)c3cccnc3SCc3cccc(Br)c3)CC2)cc1
 : -16.2	-0.1	1.1
CCCCc1ccc(C(=O)N2CCN(c3nc(C)nc(C)c3Cc3cc(C)ccc3C)CC2)cc1
 : ·	-9.9	-9.2
COc1ncccc1C(=O)N(C)C(C)c1ccc(S(C)(=O)=O)cc1 (centres undefined)
 : 6.7	-1.8	·
COCCOC(=O)C1=C(C)N(C)C(=O)NC1c1ccc([N+](=O)[O-])cc1 (centres undefined)
 : 0.6	-6.0	·
COc1nn(C)cc1C(=O)NC1CCCCC1
 : 5.5	-1.5	·
O=C(NCc1ccccc1)N1CC[C@@]2(C1)[C@H](O)CN(c1ccccc1)S2(=O)=O
 : 3.9	5.4	-6.7
CCc1nc(-c2nccn2Cc2cccc(C(F)(F)F)c2)c(C)[nH]1
 : -4.2	-2.3	·
Cn1c(=O)c2c(nc(Cl)n2CC(=O)N(CCC#N)c2ccc(F)cc2)n(C)c1=O
 : 8.2	-3.8	·
CN(CC#N)CC[C@@H]1CC[C@H](O)[C@@H](C(=O)Nc2nccs2)O1
 : -5.5	-5.9	-6.9
CC1CC(=O)c2cnc3c(c2C1)c(=O)[nH]c(=O)n3CCN1CCOCC1 (centres undefined)
 : -3.0	-3.5	·
CCNC(=S)N(Cc1csc(COc2ccccc2C(C)C)n1)C(C)CC (centres undefined)
 : 24.4	-4.5	-5.2
O[C@@H]1CN(c2nccc(C3CCCC3)n2)CC[C@H]1N1CCOCC1
 : -1.7	0.9	·
O=C(Cc1c[nH]c2ccccc12)NCCc1nc2c(s1)CCCC2
 : 1.4	-4.3	-21.7

# (next part)
# Screens in order: NPYLR7 ag	hcGAS inh	mcGAS inh
C=CCOCC(O)CN(Cc1ccc(C)cc1C)CC1CCCO1 (centres undefined)
 : 37.9	-5.9	-5.1
CC(Sc1nccn1-c1ccccc1)c1nc(N)nc(N(C)C)n1 (centres undefined)
 : 2.4	1.9	-13.5
Cc1nn(C2CCS(=O)(=O)C2)c2nc(-c3cccs3)cc(C(=O)NC3CCCC3)c12 (centres undefined)
 : 4.2	-9.1	-11.4
COc1ccnc(NCCc2cn3ccccc3n2)n1
 : -0.5	-2.7	·
Cc1ccc(N(CCCCN2C(=O)c3ccccc3C2=O)C(=O)C23CC4CC(CC(C4)C2)C3)cc1
 : 1.4	-4.7	-5.7
CCC(=O)C1=C(c2ccc(OC)c(OC)c2)N(C(=O)CC)n2c(nnc2-c2ccc(C)cc2)S1
 : 20.7	-1.2	·
Cc1ccc2nc(CSCc3nc4ccc(Cl)cc4n3CCO)cc(=O)n2c1
 : -2.7	-6.2	·
CCCCc1cn(CC2CCCN(C(=O)c3cc(C)c(C)[nH]c3=O)C2)nn1 (centres undefined)
 : 1.9	-1.9	-8.4
Cn1cc(CN(CCO)C(=O)C2CCCN(C3CCCCC3)C2)cn1 (centres undefined)
 : 0.9	-7.1	-12.3
Cc1ccc(Cl)c2c(N=O)c(O)[nH]c12
 : -7.8	-3.2	·
COc1ccc(F)c(-c2cc(C(=O)NC3CC3)ccn2)c1
 : 1.6	3.9	·
Cc1ccc(S(=O)(=O)N2CCC(C(=O)NCC3(N(C)C)CCCCC3)CC2)c(C)c1
 : -1.3	-3.3	-8.0
Cc1nc2ccc(C(=O)N(C)CC3CCCN(CCc4ccc(Cl)cc4)C3)cc2[nH]1 (centres undefined)
 : 10.5	-13.6	-11.2
Cc1nc(N2CCN(C)CC2)ncc1C(=O)N1C[C@H]2CC=CC[C@H]2C1
 : -3.5	3.0	·
CCn1cc(C(C)NC(=O)c2ccc(COCC(F)(F)F)cc2)c(C)n1 (centres undefined)
 : 5.7	1.2	·
CSc1ccc(C(=O)NC(C)(C)C)cc1[N+](=O)[O-]
 : -7.6	-5.5	·
CCCCC#Cc1nc(NC)c2ncn([C@@H]3O[C@H](CO)[C@@H](O)[C@H]3O)c2n1
 : 16.9	-5.0	·
Cn1c(=O)n(Cc2ccccc2)c(=O)c2c1nc1n2CCS1
 : ·	-6.6	-6.7
